Screening results deposited in PubChem BioAssay by National Center for Advancing Translational Sciences (NCATS).
HCMV antiviral = human cytomegalovirus inhibition; 410,000 tested, 4.5% active; activity change, negative = inhibition, % at 57.5 µM; HFF cells, HCMV-luciferase reporter, 72 h; active compounds read low; in the data active = activity change below about -60%; inconclusive = no clear call, values can overlap the other calls; inactive = above about -39%
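HFF cells seeded 16 h at 37C, treated with compounds, infected with luciferase-reporter HCMV at MOI 1 PFU/cell; luciferase read at 72 h post infection, normalized to buffer-only and Salinomycin controls.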
AMA1-RON2 inh = inhibitors of Plasmodium falciparum AMA1-RON2 interaction | AlphaScreen AMA1-biotinylated RON2 peptide binding | 360,000 tested, 0.2% active | Potency, µM (series often up to 58.2 µM), without a hit: top-dose activity change, negative = inhibition, usual class: inhibitors | AID 720542;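 note: potency is the fitted concentration of half-maximal effect; 0% = vehicle wells and -100% = peptide control; nearly all actives have a fitted effect of over 45% in size; some results filed as inactive show a strong effect at the top dose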
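AMA1 (3D7) with his tag at 25 nM final met compounds first, then biotinylated RON2 peptide at 25 nM; detection used donor plus acceptor beads, 10 µg/mL apiece, read by AlphaScreen after 30 min at room temperature.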
AmpC inh detg = AmpC beta-lactamase inhibition with detergent present | P00811 | AmpC hydrolysis of nitrocefin, absorbance 480 nm, 0.01% Triton | Potency, µM (doses to about 114 µM), for the others: top-dose activity change, negative = inhibition, most hits filed as inhibitors | 370,000 tested, 0.041% active;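 note: potency is the fitted concentration of half-maximal effect; 0% = no-compound wells and -100% = no-enzyme wells; nearly all actives have a fitted effect of over 25% in size; some results filed as inactive show a strong effect at the top dose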
Target sequence (P00811 whole entry, looked up): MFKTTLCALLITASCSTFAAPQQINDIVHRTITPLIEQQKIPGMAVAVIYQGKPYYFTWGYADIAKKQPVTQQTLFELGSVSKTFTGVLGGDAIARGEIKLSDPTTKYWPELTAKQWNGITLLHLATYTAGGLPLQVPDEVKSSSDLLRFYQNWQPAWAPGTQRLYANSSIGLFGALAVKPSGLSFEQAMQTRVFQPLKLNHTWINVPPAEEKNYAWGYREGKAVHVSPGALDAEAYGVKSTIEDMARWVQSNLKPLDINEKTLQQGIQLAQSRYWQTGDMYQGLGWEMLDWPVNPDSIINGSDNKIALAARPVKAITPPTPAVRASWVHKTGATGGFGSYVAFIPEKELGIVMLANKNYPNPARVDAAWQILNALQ
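20 mM phosphate pH 7.0 + 0.01% (detergent screen) or 0.0001% Triton X-100; 5.3 nM AmpC reagent; cpd preinc 15 min RT; nitrocefin (800 uM stock) to start; A480 q20 s × 4 min; Activity was normalised to no-enzyme and no-compound control wells.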
HCV inhibitor = inhibitors of hepatitis C virus infection. Huh7.5.1 HCVcc-Cre infection, luciferase reporter, 44 h. Potency, µM (highest dose often 41.8 µM), inactives show at the top dose activity change, negative = inhibition, actives largely listed as inhibitors. 340,000 tested, 3.4% active. AID 651820; note: potency is the fitted concentration of half-maximal effect
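Cells seeded at 1,000/well and cultured 4 h, then compounds added followed by HCVcc-Cre virus (~0.5 moi). After 44 h further culture, luciferase substrate was added, plates held 15 min at room temperature, and luminescence read for 15 sec.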
FBPA Giardia inh = inhibitors of Giardia lamblia fructose-1,6-bisphosphate aldolase; A8B2U2; purified Giardia FBPA; Potency, µM (doses to about 59.6 µM), inactives show at the highest dose activity, negative = inhibition, usual class: inhibitors; 290,000 tested, 0.71% active; AID 2451; note: potency is the fitted concentration of half-maximal effect; nearly all actives have a fitted effect of over 55% in size
Target sequence (A8B2U2 whole entry, looked up): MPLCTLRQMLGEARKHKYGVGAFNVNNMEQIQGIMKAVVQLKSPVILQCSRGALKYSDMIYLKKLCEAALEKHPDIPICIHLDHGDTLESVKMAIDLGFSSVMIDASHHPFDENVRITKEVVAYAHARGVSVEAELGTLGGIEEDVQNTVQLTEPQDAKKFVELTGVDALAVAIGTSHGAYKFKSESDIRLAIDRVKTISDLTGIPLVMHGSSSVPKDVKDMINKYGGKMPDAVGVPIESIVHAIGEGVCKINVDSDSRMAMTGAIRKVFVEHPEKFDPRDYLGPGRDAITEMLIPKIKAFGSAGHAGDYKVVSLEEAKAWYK
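Giardia FBPA (40 nM reagent) was preincubated 10 min at RT with compound (up to 57.5 uM final), then substrate plus GAPDH/TPI/NAD/arsenate coupling system with diaphorase/resazurin was added; resorufin fluorescence (525/598 nm) was read after 20 min.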
Sm TGR block = S. mansoni TGR enzyme inhibition; Q962Y6; purified TGR, DTNB reduction, TNB absorbance 405 nm; Potency, µM (highest dose often 114 µM), without a hit: at the top dose activity change, negative = inhibition, actives largely listed as inhibitors; 360,000 tested, 3% active; note: potency is the fitted concentration of half-maximal effect; nearly all actives have a fitted effect of over 60% in size
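Kinetic colorimetric format: TGR-catalysed, NADPH-driven DTNB reduction monitored via TNB absorbance. Enzyme dispensed at 20 nM; compound exposure 15 min at room temperature before reaction start.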
The depositor's hits bear a star; ? = inconclusive; · = not tested or not shown; & = joins results of further samples; [ ] = dose if it differs, or a comment. Unless noted, calls come from the whole dose curve; as a rule, active = well fitted curve in the direction sought with a large enough effect; inconclusive = small, poorly fitted or top-dose-only effect, or another doubt; inactive = no such curve, though single readings can be large; an effect the other way counts as inactive or inconclusive. Unless noted, % is set by controls: 0 for no effect and ±100 for the full control effect.

Each structure is followed by: HCMV antiviral	AMA1-RON2 inh	AmpC inh detg	HCV inhibitor	FBPA Giardia inh	Sm TGR block
> CS(=O)(=O)c1ccc2nc(NC(=O)c3ccccc3Cl)sc2c1
→ 32	?	-10%	-2%	-25%	-22%
> Cn1c(SCC(=O)Nc2ccc(F)cc2)nc2c(c1=O)SCC2
→ -1	-12%	2%	?	·	1%
> CCCNS(=O)(=O)c1ccc(CCC(=O)N2CCN(c3ccc(OC)cc3)CC2)cc1
→ ?	-4%	-1%	?	-26%	4%
> O=C(NNc1c(Cl)cncc1Cl)c1cccs1
→ -37	-6%	3%	6%	3%	7%
> Cc1cc(C)cc(N(CC(=O)N2CCn3c2nc2ccccc23)S(=O)(=O)c2c(C)noc2C)c1
→ 13	-4%	?	2%	7%	4%
> S=C(Nc1cccnc1)N1CCN(c2ccccc2Cl)CC1
→ 5	0%	-2%	-3%	0%	-6%
> Cc1ccc(C)c(NC(=O)CSc2nnc(-c3ccncc3)n2N)c1
→ 25	-6%	-12%	6%	8%	-29%
> COC(=O)[C@]1(Cc2ccccc2)N[C@H](c2ccc(SC3CCCCC3)c(OC)c2)[C@@H]2C(=O)N(C)C(=O)[C@@H]21
→ 96	-10%	·	?	·	·
> Cc1ccc(CC(=O)NCCc2ccc(S(N)(=O)=O)cc2)cc1
→ 82	10%	?	-30%	11%	-10%
> Cc1ccc(NC(=O)CSC2=C(C#N)C(c3ccco3)CC(=O)N2)cc1 (stereo not given)
→ -33	-5%	?	-27%	0%	-35%
> CCC1Oc2ccc(Cl)cc2N(CC(=O)O)C1=O (stereo not given)
→ -13	-7%	-12%	7%	6%	0%
> CN(Cc1ccon1)C(=O)C1CCN(C2CCN(CCCc3ccccc3)CC2)CC1
→ ·	4%	3%	·	·	?
> Cc1c(C2CC(=O)N(c3ccccc3)C2=O)[nH]n(-c2ccccc2)c1=O (stereo not given)
→ -15	-1%	-5%	-8%	-14%	40%[activator]
> CCN(Cc1ccccc1)C(=O)c1cccc(OC2CCN(C(=O)C3CC3)CC2)c1
→ 0	0%	?	?	·	0%
> O=C(NCCc1ccccc1)C(=O)NCCC1CCCCN1S(=O)(=O)c1ccccc1 (stereo not given)
→ -6	-4%	1%	?	·	-7%
> Cc1cccc(NC(=O)CCNS(=O)(=O)c2cc(Br)cnc2N)c1C
→ -39	14%	2%	24%	-7%	12%
> C=CCNCCOCCOc1ccc(C)cc1[N+](=O)[O-]
→ -5	-16%	4%	-10%	-17%	-3%
> Cc1ccc(CS(=O)(=O)Cc2ccc(C(=O)NC3CC3)o2)cc1
→ -5	-3%	-3%	?	·	-14%
> CC(NC(=O)c1cccs1)c1ccc(Br)cc1 (stereo not given)
→ -25	-8%	·	0%	·	·
> O=C(Nc1ccc(CN2CCCCC2)cc1)c1cccc(Br)c1
→ 21	-7%	0%	?	-8%	-9%
> CCN(C(=O)COC(=O)c1cnccn1)c1cccc2ccccc12
→ -12	7%	·	0%	·	·
> CCOC(=O)COc1cccc2c(=O)n(CC(=O)N3CCCc4ccccc43)ccc12
→ 9	7%	?	-10%	1%	0%
> Cc1nc2cc3c(cc2c(C)c1C(=O)OC(C)C)OCO3
→ -32	-11%	?	?	-26%	0%
> CCOC(=O)CNC(=O)Nc1ccccc1C(=O)OC
→ -7	5%	?	7%	4%	-1%
> CNC(=S)N1CCN(c2ccccn2)CC1
→ 24	15%	-6%	3%	7%	-17%
> CC(C)(C)NC(=O)c1cc(C(C)(C)C)c(O)c(C(C)(C)C)c1
→ -35	-4%	-9%	21%	1%	-1%
> O=C(NCCCN1CCOCC1)c1onc(CSc2ccc(F)c(F)c2)c1C(=O)NCCCN1CCOCC1
→ -32	9%	·	-28%	·	·
> CC(C)CCNc1c(-c2cccs2)nc2ccccn12
→ -25	-3%	-8%	-21%	-25%	13%
> COc1cccc(Cn2c(Oc3cccc(C)c3)nc3c2c(=O)n(C)c(=O)n3C)c1
→ 23	-20%	-13%	11µM*	-1%	-11%
> O=C(Nc1nc2ccc(Oc3ccccc3)cc2s1)c1cc([N+](=O)[O-])ccc1N1CCOCC1
→ -5	-2%[2.32 µM]	3%	?	-15%	0%

Of the compounds above, these contain a nitro group on carbon.
Each structure is followed by: HCMV antiviral	AMA1-RON2 inh	AmpC inh detg	HCV inhibitor	FBPA Giardia inh	Sm TGR block
> C=CCNCCOCCOc1ccc(C)cc1[N+](=O)[O-]
→ -5	-16%	4%	-10%	-17%	-3%
> O=C(Nc1nc2ccc(Oc3ccccc3)cc2s1)c1cc([N+](=O)[O-])ccc1N1CCOCC1
→ -5	-2%[2.32 µM]	3%	?	-15%	0%

(listing goes on)
Each structure is followed by: HCMV antiviral	AMA1-RON2 inh	AmpC inh detg	HCV inhibitor	FBPA Giardia inh	Sm TGR block
> COc1ccc(CC(=O)Nc2nc3c(s2)CCCC3)cc1
→ -37	·	-4%	·	·	0%
> CCCCNc1c(C(=O)OCC)c(C)nc2c1cnn2CC
→ -40	16%	·	?	-3%	·
> O=C(O)C1CSC(CCc2ccccc2)N1 (stereo not given)
→ 11	7%	?	8%	?	1%
> O=C(NC(=S)Nc1ccc(N2CCOCC2)cc1)c1ccc(Cl)cc1
→ -1	23%	3%	1%	-4%	-1%
> COc1ccc(-c2noc(CCC(=O)NCCCN3CCN(c4ccccc4F)CC3)n2)cc1
→ -67*	-7%	3%	?	9%	7%
> C=CCN(Cc1cccs1)C(=O)CN1CCN(S(=O)(=O)c2ccc3c(c2)OCCCO3)CC1
→ -7	0%	5%	?	·	-1%
> CC(=O)Nc1ccc(S(=O)(=O)NCc2csc(-c3cccnc3)n2)cc1
→ 12	-6%	?	7%	0%	?
> CN(C)S(=O)(=O)c1cc(C(=O)N2CCC(C(=O)O)(c3ccccc3)CC2)ccc1Cl
→ 15	-1%	-6%	17%	-1%	-1%
> Cc1ccc(/C=N/N2CCN(c3ccc(Cl)cc3)CC2)o1
→ ?	-6%	-4%	6%	2%	-8%
> N#Cc1cc(-c2ccc(Cl)cc2)cnc1Sc1ccc(F)cc1
→ 15	4%	-1%	?	-1%	-14%
> CCc1ccccc1NC(=O)c1cc2nc(-c3ccc(Br)cc3)cc(C(F)(F)F)n2n1
→ 12	·	4%	·	·	-1%
> CN1CCN(Cc2nc3ccccc3c(=O)n2CC#N)CC1
→ 19	0%	-7%	6%	4%	5%
> CCOc1ccc(NC(=O)CC2C(=O)N(c3cccc(C)c3)C(=O)N2Cc2cccnc2)cc1 (stereo not given)
→ -24	·	16%	·	·	0%
> CCCCOC(=O)Oc1ccc2c(=O)c(Oc3cc(C)cc(C)c3)coc2c1
→ 12	3%[2.32 µM]	?	16%	2%	?
> Cc1cn2c(=O)c(S(=O)(=O)Nc3ccc(OC(F)(F)F)cc3)c(C)nc2s1
→ 0	·	-8%	·	·	-15%
> Cc1c(OCC(=O)N2CCC[C@@H]2C(=O)O)ccc2c3c(c(=O)oc12)CCC3
→ 9	8%	?	-13%	5%	-4%
> OCC(O)C1OCOC(C(O)CO)C1O (stereo not given)
→ -24	1%	·	10%	·	·
> O=C(CN(C(=O)CCC(=O)Nc1ccccn1)c1ccc(F)cc1)NCc1ccco1
→ -15	-3%	?	4%	9%	1%
> CCCSc1ccc(C(=O)Nc2ccc(Cl)cc2)cn1
→ ?	23%	-2%	-24%	1%	-3%
> CN(CC(=O)Nc1ccc(S(=O)(=O)N2CCCC2)cc1)Cc1cccc(Cl)c1Cl
→ -40	-7%	-13%	-17%	1%	5%
> COC(=O)Nc1sc2c(c1C(=O)NCc1ccco1)CCC2
→ -6	-8%	4%	3%	13%	?
> Cc1ccc(CN2C(=O)CCC2C(=O)NC(C)C)cc1 (stereo not given)
→ -24	5%	-4%	9%	6%	7%
> O=C(Cn1cncc1-c1ccc([N+](=O)[O-])cc1)Nc1ccccc1F
→ 10	-9%	-6%	13%	6%	-13%
> COCCCNc1nc2nonc2nc1N1CCN2CCCC2C1 (stereo not given)
→ 5	5%	-3%	8%	-8%	?
> Cc1cc(C)n(-c2ccc(OCC(=O)O)nn2)n1
→ -29	16%	-2%	4%	19%	-3%
> CCC(=O)Nc1c(C(=O)N2CCN(c3ccc(F)cc3)CC2)oc2ccccc12
→ -20	·	3%	·	·	-3%
> COP(=O)(c1ccc(N(C)C)cc1)C(O)c1ccccc1 (stereo not given)
→ 22	2%	1%	21%	7%	12%
> O=C(NCCc1c[nH]c2ccccc12)c1ccc(Br)o1
→ 7	3%[11.6 µM]	·	-31%	·	·
> O=C(Nc1ccc(F)cc1)N(Cc1ccco1)Cc1cc2cc3c(cc2[nH]c1=O)OCO3
→ ?	-5%	0%	-25%&-17%	0%	0%
> CC(=O)c1cccc(NC(=O)c2cccn(Cc3cccc(C)c3)c2=O)c1
→ 9	·	4%	·	·	6%
> CCC(c1nnnn1C(C)(C)C)N(Cc1ccco1)Cc1cc2cccc(C)c2[nH]c1=O (stereo not given)
→ -8	-12%	8%	-23%	-17%	-35%
> CCOC(=O)C1CCCN(C(=O)c2[nH]c3ccccc3c2Sc2ccc(Cl)cc2)C1 (stereo not given)
→ 7	·	1%	·	·	-1%
> FC(F)(F)c1ccc(-c2nnc(-c3ccccn3)c(-c3ccccn3)n2)nc1
→ 14	40%[activator]	-6%	-1%	2%	0%
> COC(=O)c1cc(=O)n(Cc2cccs2)c(=NCc2cccs2)s1
→ -11	-1%	-2%	·	1%	-4%
> Cc1ccc(NC(=O)C2CCN(C(=O)c3cccs3)CC2)c(C)c1
→ 8	-10%	?	5%	7%	1%
> CC[C@@H]1C=C(C(=O)O)[C@H](c2ccc(OC)c(OC)c2)N1S(=O)(=O)c1ccc(C)cc1
→ -24	4%	·	34%[activator][8.37 µM]	·	·
> COc1cc(/C=C/c2cccc[n+]2C)ccc1OCC(=O)Nc1ccccc1C
→ ?	-11%	6%	6%	7%	0%
> O=C(Cc1cccs1)Nc1nnc(SCc2cccc3ccccc23)s1
→ 30	-3%	-15%	44%[activator]	11%	1%
> COc1c(C)cccc1C(=O)Nc1ccc(-c2nc3ccccc3s2)c(Cl)c1
→ -18	·	25%	·	·	-1%

Six of these compounds, reformatted.
SMILES | HCMV antiviral | AMA1-RON2 inh | AmpC inh detg | HCV inhibitor | FBPA Giardia inh | Sm TGR block
CC[C@@H]1C=C(C(=O)O)[C@H](c2ccc(OC)c(OC)c2)N1S(=O)(=O)c1ccc(C)cc1 | -24 | 4% | · | 34%[activator][8.37 µM] | · | ·
COc1cc(/C=C/c2cccc[n+]2C)ccc1OCC(=O)Nc1ccccc1C | ? | -11% | 6% | 6% | 7% | 0%
Cc1ccc(NC(=O)C2CCN(C(=O)c3cccs3)CC2)c(C)c1 | 8 | -10% | ? | 5% | 7% | 1%
CCC(c1nnnn1C(C)(C)C)N(Cc1ccco1)Cc1cc2cccc(C)c2[nH]c1=O (stereo not given) | -8 | -12% | 8% | -23% | -17% | -35%
FC(F)(F)c1ccc(-c2nnc(-c3ccccn3)c(-c3ccccn3)n2)nc1 | 14 | 40%[activator] | -6% | -1% | 2% | 0%
CCOC(=O)C1CCCN(C(=O)c2[nH]c3ccccc3c2Sc2ccc(Cl)cc2)C1 (stereo not given) | 7 | · | 1% | · | · | -1%
